Mdm2-MdmX inh = inhibitors of human Mdm2-MdmX association, primary screen, cell-based, luminescence, split luciferase, SaOS-2, uHTS | hit rate 3% among 330,000 | Protein Mdm4 (Homo sapiens) + E3 ubiquitin-protein ligase Mdm2 (Homo sapiens), … | AID 485346, 2010 | inhibition, % at 8 µM | SaOS-2 split-luciferase Mdm2/MdmX complementation;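 active = inhibition of at least 50% at 8 µM in the primary screen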
EBI2 block = EBI2 receptor antagonists, beta-arrestin recruitment, primary screen, cell-based, luminescence, 7a,25-OHC stimulation, uHTS | G-protein coupled receptor 183 (Homo sapiens), P32249 | 7a,25-OHC stimulated | inhibition, % at 5 µM | hit rate 0.81% among 360,000; in the data active = inhibition above about 38%;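 also: enzyme fragment complementation signal reports receptor beta-arrestin coupling in cells; 0% = agonist plus DMSO wells and 100% = wells without agonist; some results beyond the cut were filed as inactive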
Target sequence (P32249 whole entry, looked up, the tested form may be a part): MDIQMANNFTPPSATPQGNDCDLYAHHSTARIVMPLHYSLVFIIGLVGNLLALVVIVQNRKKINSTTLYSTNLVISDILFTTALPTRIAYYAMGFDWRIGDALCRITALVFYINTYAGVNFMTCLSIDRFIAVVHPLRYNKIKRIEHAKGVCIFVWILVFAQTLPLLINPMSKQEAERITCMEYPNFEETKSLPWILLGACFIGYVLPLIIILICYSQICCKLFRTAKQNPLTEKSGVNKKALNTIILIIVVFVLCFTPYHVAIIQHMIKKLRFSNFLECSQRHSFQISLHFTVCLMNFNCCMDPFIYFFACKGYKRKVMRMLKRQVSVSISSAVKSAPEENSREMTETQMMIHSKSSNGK
CCR6 antagonist = CCR6 receptor antagonists, primary screen, cell-based, CHO-K1, luminescence, beta-arrestin, uHTS. CHO-K1 CCR6 PathHunter beta-arrestin, CCL20-stimulated. AID 493098, 2011. C-C chemokine receptor type 6 (Homo sapiens), P51684. hit rate 0.49% among 340,000. inhibition, % at 20 µM;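 active = compounds whose inhibition of the agonist-driven luminescence signal at 20 µM reaches about 50%, limit read from the data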;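 also: cells stimulated with CCL20 at 14 nM final; plate controls were DMSO with CCL20 for no effect and DMSO without agonist for full effect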
Target sequence (P51684 whole entry, looked up): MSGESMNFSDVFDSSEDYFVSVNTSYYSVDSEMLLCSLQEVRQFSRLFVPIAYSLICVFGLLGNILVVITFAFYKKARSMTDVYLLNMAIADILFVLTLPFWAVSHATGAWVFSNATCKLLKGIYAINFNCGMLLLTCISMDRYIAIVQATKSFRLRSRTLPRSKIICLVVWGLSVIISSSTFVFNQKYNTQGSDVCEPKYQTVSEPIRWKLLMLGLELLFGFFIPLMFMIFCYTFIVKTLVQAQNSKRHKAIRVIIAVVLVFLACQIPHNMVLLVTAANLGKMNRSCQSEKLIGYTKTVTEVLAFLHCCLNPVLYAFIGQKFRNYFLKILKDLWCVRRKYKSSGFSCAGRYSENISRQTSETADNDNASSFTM
CXCR6 inh = CXCR6 receptor inhibitors, primary screen, cell-based, beta-arrestin, luminescence, CHO-K1 PathHunter, 1536-well. C-X-C chemokine receptor type 6 (Homo sapiens), O00574. inhibition, % at 20 µM. hit rate 0.36% among 360,000. AID 602244, 2012; in the data active = inhibition above about 34%, passing the limit was not always enough;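 also: antagonist mode with CXCL16 agonist at 10 nM final; 0% = 10 nM CXCL16 with DMSO and 100% = unstimulated wells without agonist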
Target sequence (O00574 whole entry, looked up): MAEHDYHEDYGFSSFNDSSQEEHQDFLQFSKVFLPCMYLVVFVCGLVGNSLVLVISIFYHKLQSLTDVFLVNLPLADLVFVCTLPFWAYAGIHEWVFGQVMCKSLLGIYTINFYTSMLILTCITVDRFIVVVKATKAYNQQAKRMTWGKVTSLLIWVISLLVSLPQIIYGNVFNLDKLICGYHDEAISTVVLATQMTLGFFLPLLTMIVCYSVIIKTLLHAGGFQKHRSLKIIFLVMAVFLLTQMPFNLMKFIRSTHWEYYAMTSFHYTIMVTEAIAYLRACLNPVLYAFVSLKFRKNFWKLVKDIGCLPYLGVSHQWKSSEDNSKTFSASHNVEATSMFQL
Jurkat NFkB inh = inhibitors of induced NF-kB luciferase reporter, primary screen, TCR NF-kB activation inhibitor project, cell-based, luminescence, uHTS. AID 435003, 2010. Jurkat, PMA/ionomycin-induced NF-kB luciferase reporter. inhibition, % at 4 µM. hit rate 0.53% among 330,000; in the data active = inhibition above about 50%
Gli-Sufu block = Gli-Sufu pathway antagonists, primary screen, luciferase luminescence, Sufu-KO-LIGHT cells, uHTS; hit rate 0.74% among 340,000; inhibition, % at 5 µM; Sufu-KO-LIGHT fibroblasts, Gli luciferase reporter luminescence;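 active = inhibition above about 55%, limit read from the data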;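 also: 0% = DMSO-treated cells and 100% = wells with medium but no cells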
XBP1 UPR activ = activators of adaptive XBP1 UPR arm, primary screen, cell-based, CHO-XBP1 luciferase reporter, luminescence, uHTS; activation, % at 20 µM; hit rate 0.33% among 330,000; IRE1-XBP1 UPR activation; percent of tunicamycin response, DMSO as zero;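 active = versus positive control, 20 µM dose yields 30% or more activation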;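 also: 100% = tunicamycin at 10 µg/mL and 0% = DMSO only wells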
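Material: CHO-XBP1 cells stably carrying IRE1-XBP1-driven luciferase reporter / Amount: 1000 cells per well / Compound: 20 µM, 1% DMSO / Times: 6 h treatment, 37 °C / Detection: luciferase luminescence / Measure: % activation of reporter signal versus tunicamycin and DMSO controls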
UPR CHOP act = activators of apoptotic CHOP UPR arm, primary screen, cell-based, CHO-CHOP luciferase reporter, luminescence, uHTS; UPR activation; percent of tunicamycin response over DMSO baseline; activation, % at 10 µM; hit rate 0.34% among 330,000;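 active = at 10 µM dose, activation of 40% or more, normalized to positive control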;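 also: 100% = tunicamycin at 10 µg/mL and 0% = DMSO alone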
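Test system: CHO CHOP reporter cells. Input: 500 CHO-CHOP cells per well. Medium: F12 with 10% FBS. Technique: luciferase luminescence. Measure: percent activation relative to tunicamycin control. Dosing: 10 µM compound, 0.5% DMSO. Timing: 16-18 h cell attachment, then 6 h compound exposure, 37 °C.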
697 NFkB inh = inhibitors of PMA/ionomycin-induced NF-kB reporter, 697 cells, primary screen, B-cell NF-kB inhibitor project, cell-based, luminescence, uHTS; 697 B-cell NF-kB luciferase reporter, 16 h; inhibition, % at 4 µM; hit rate 0.33% among 330,000; AID 435022, 2010; in the data active = inhibition above about 35%
Starred values were filed as active, the others as inactive; . = no result given. An unsorted share of the library; 5% or so of the library scored in one or more.

Compound,Mdm2-MdmX inh,EBI2 block,CCR6 antagonist,CXCR6 inh,Jurkat NFkB inh,Gli-Sufu block,XBP1 UPR activ,UPR CHOP act,697 NFkB inh
CC1(C)CC(=O)C(C=Nc2ccccc2Sc2ccccc2)=C(O)C1,-1,4,22,-8,11,-47,-1,24,19
Cc1cccc(Cl)c1NC(=O)N1CCCN(c2nc3ccc(Cl)cc3s2)CC1,-6,0,-1,-1,34,7,-1,1.0,-45
Clc1ccc(-c2nnc(CSc3nnc(-c4cccs4)o3)o2)cc1,15,-3,11,2,3,-7,-2,3.2,-17
CCC(=O)N1CCN(c2nc3ccccc3s2)CC1,-26,-7,12,-11,-54,1,1,4.9,-77
Cc1cc(C)nc(SCCC(=O)Nc2cccc3ccccc23)n1,28,4,6,-2,3,-1,0,-1.8,6
O=C1CCN(S(=O)(=O)c2ccc(Br)cc2)CCN1,-17,-3,-14,-3,0,16,-3,9.4,20
O=C(CN1CCOCC1)NCCc1ccccc1,22,0,4,-4,1,-1,-3,1.2,-8
C/C(=N/NS(=O)(=O)c1ccc(Cl)cc1)c1ccncc1,8,4,-9,2,-4,0,-3,2.0,3
CC1(C(=O)O)CCC(C(=O)Nc2ccccc2)C1(C)C (configuration not stated),11,-21,-5,-3,-4,1,-4,-1.5,-13
CN1C(=S)SC(C)(NO)C1(C)C (configuration not stated),1,-9,-8,3,-8,-1,-1,1.3,10
Cc1ccc(N(CC(O)Cn2c3ccccc3c3ccccc32)S(C)(=O)=O)c(C)c1 (configuration not stated),28,-6,13,-5,-1,-13,-4,-1.7,19
CN(c1ccccc1)S(=O)(=O)c1ccc(NC(=O)c2ccccc2C(=O)O)cc1,14,1,9,-3,16,9,0,-0.3,12
CN(C)c1ccc(C2/C(=C(/O)c3ccccc3)C(=O)C(=O)N2CCCC(=O)O)cc1 (configuration not stated),25,-13,6,1,10,6,-1,-2.5,4
N#CC(Cc1ccccc1)(Cc1ccccc1)C(=O)NN,-11,2,2,-5,11,23,-6,0.4,3
COCC(COS(N)(=O)=O)Cc1ccccc1 (configuration not stated),-7,1,4,5,-7,-9,0,-0.5,-8
COc1ccc2[nH]c(C)c(CCN(Cc3cccs3)C(=S)Nc3ccccc3)c2c1,24,8,22,3,-2,13,-3,0.6,-4
COCCNC(=S)Nc1ccccn1,5,0,7,6,6,-2,1,-0.4,8
CN(c1ccc(C(=O)NCc2ccncc2)cc1)S(C)(=O)=O,-4,-13,17,-16,5,-1,0,-0.6,2
Cc1cc(C(F)F)n2nc(C(=O)O)nc2n1,33,-22,9,9,-4,14,2,-1.0,7
CC(C)[C@@H](C(=O)N[C@@H](C(=O)O)c1ccccc1)N1C(=O)N2CCc3c([nH]c4ccccc34)[C@@]2(C)C1=O,10,-7,1,-1,10,-6,1,-1.3,4
CC(C)(C)NC(=O)Cn1nnc(-c2ccccc2NC(=O)c2cnccn2)n1,9,4,19,8,-8,4,2,2.1,-8
O=[N+]([O-])c1cc(S(=O)(=O)N2CCCC2)ccc1N/N=C/c1ccncc1,-7,-12,2,-5,-5,8,0,1.4,14
Cc1ccc(S(=O)(=O)NCCC(=O)NCC(c2cccs2)N(C)C)cc1 (configuration not stated),-5,4,16,0,-10,7,-1,0.4,17
Cn1nnnc1SCCNCc1ccccc1OCc1ccc(Cl)cc1,-2,-4,22,2,-7,12,1,0.4,-35
O=C(CSCC(=O)Nc1ccc2ccccc2c1)NCc1ccccc1,1,4,6,1,-3,5,0,-1.0,-4
COc1ccc(N(C)C(=O)Cc2c(C(=O)O)[nH]c3ccccc23)c(OC)c1,11,-9,11,7,-2,3,0,-0.1,-1
CSc1nc2cc(S(=O)(=O)N3CCOCC3)ccc2s1,16,-4,-23,8,-16,-5,0,0.4,4
CC1(C)NC(=O)N(CC(=O)N2CCN(S(=O)(=O)c3ccccc3C(F)(F)F)CC2)C1=O,-21,-8,9,-6,3,0,-2,0.1,3
O=C(c1cc(C2CC2)nc2ccc(Br)cc12)N1N=C(C(F)F)CC1(O)C(F)F (configuration not stated),20,15,-8,17,9,2,6,4.0,21
COc1ccccc1CC(=O)N1CCN(c2cccc(C(F)(F)F)c2)CC1,2,5,14,-5,13,49,2,2.6,-7

Part of the list above, with two lines to a compound:
Order of results: Mdm2-MdmX inh | EBI2 block | CCR6 antagonist | CXCR6 inh | Jurkat NFkB inh | Gli-Sufu block | XBP1 UPR activ | UPR CHOP act | 697 NFkB inh
COc1ccc(N(C)C(=O)Cc2c(C(=O)O)[nH]c3ccccc23)c(OC)c1
 : 11 | -9 | 11 | 7 | -2 | 3 | 0 | -0.1 | -1
CC(C)(C)NC(=O)Cn1nnc(-c2ccccc2NC(=O)c2cnccn2)n1
 : 9 | 4 | 19 | 8 | -8 | 4 | 2 | 2.1 | -8

(more compounds)
Compound,Mdm2-MdmX inh,EBI2 block,CCR6 antagonist,CXCR6 inh,Jurkat NFkB inh,Gli-Sufu block,XBP1 UPR activ,UPR CHOP act,697 NFkB inh
O=C(NCC1CCCN(C(=O)c2cscn2)C1)c1ccccc1Cl (configuration not stated),9,-6,-13,-2,-4,-4,-2,0.6,3
CCOC(=O)c1cc2c(=O)n3ccccc3nc2n(Cc2ccc(Cl)cc2)c1=N,.,13,12,12,.,10,.,.,.
COc1cc(NC(=O)C2CC(c3cccc(OC)c3OC)=NO2)cc(OC)c1OC (configuration not stated),-6,1,-3,-9,5,12,-2,-1.4,5
COc1ccccc1CC(=O)N1CCCC(CCC(=O)NCc2ccccc2F)C1 (configuration not stated),13,-2,12,8,15,0,0,0.0,11
CC1(C)Cc2nc3nc(SCC(=O)Nc4ccccc4)nc(N)c3cc2CO1,22,8,10,6,-5,-11,2,-0.9,-1
CC1CCCC(C)N1C(=O)COC(=O)C(Cc1ccccc1)NC(=O)c1cccs1 (configuration not stated),6,-9,-8,-1,11,19,0,2.5,16
COc1cccc(/C=N/NC(=O)CCc2n[nH]c(=O)[nH]c2=O)c1O,0,0,-9,-3,-10,6,0,-1.6,7
CC(C)Oc1ccc(CNCCC2(C(C)C)CCOC(C)(C)C2)cc1 (configuration not stated),18,-8,-9,5,14,-2,-3,-2.2,10
CCN(CC)c1ccc(CN(C(=O)c2cc(OC)c(OC)c(OC)c2)C2CCS(=O)(=O)C2)cc1 (configuration not stated),3,0,8,4,0,-7,-4,-1.5,-4
CCCCC(=O)N/N=C(C)/C=C/c1ccccc1F,.,3,-37,0,.,-34,.,.,.

Molecules listed so far with an aryl methoxy group, in the order listed:
Compound,Mdm2-MdmX inh,EBI2 block,CCR6 antagonist,CXCR6 inh,Jurkat NFkB inh,Gli-Sufu block,XBP1 UPR activ,UPR CHOP act,697 NFkB inh
COc1ccc2[nH]c(C)c(CCN(Cc3cccs3)C(=S)Nc3ccccc3)c2c1,24,8,22,3,-2,13,-3,0.6,-4
COc1ccc(N(C)C(=O)Cc2c(C(=O)O)[nH]c3ccccc23)c(OC)c1,11,-9,11,7,-2,3,0,-0.1,-1
COc1ccccc1CC(=O)N1CCN(c2cccc(C(F)(F)F)c2)CC1,2,5,14,-5,13,49,2,2.6,-7
COc1cc(NC(=O)C2CC(c3cccc(OC)c3OC)=NO2)cc(OC)c1OC (configuration not stated),-6,1,-3,-9,5,12,-2,-1.4,5
COc1ccccc1CC(=O)N1CCCC(CCC(=O)NCc2ccccc2F)C1 (configuration not stated),13,-2,12,8,15,0,0,0.0,11
COc1cccc(/C=N/NC(=O)CCc2n[nH]c(=O)[nH]c2=O)c1O,0,0,-9,-3,-10,6,0,-1.6,7
CCN(CC)c1ccc(CN(C(=O)c2cc(OC)c(OC)c(OC)c2)C2CCS(=O)(=O)C2)cc1 (configuration not stated),3,0,8,4,0,-7,-4,-1.5,-4

More structures.
SMILES | Mdm2-MdmX inh | EBI2 block | CCR6 antagonist | CXCR6 inh | Jurkat NFkB inh | Gli-Sufu block | XBP1 UPR activ | UPR CHOP act | 697 NFkB inh
COc1cc(C(=O)OCC(C)=O)c([N+](=O)[O-])cc1OC | 4 | -5 | -4 | 4 | 2 | 1 | -2 | 0.5 | 11
O=C(CN1C(=O)S/C(=C\c2cccs2)C1=O)Nc1ccc(O)cc1C(=O)O | -9 | 7 | 2 | 1 | 2 | -3 | -2 | 2.6 | -21
C=CCn1sc(=N)c(C#N)c1N | -8 | -5 | -4 | -3 | -2 | -7 | -4 | -1.8 | -12
CCOc1ccc(C(=O)Nc2ccc(CN3CCOCC3)cc2)cc1Cl | -7 | -7 | 3 | -3 | -22 | -5 | -2 | 5.6 | 5
CC(C)c1nc(SCc2c(F)cccc2Cl)c2c(=O)n(C)c(=O)n(C)c2n1 | 40 | 19 | 23 | 11 | 6 | 19 | 6 | 4.2 | 2
COC(=O)C1CCN(C(=O)N2CCOCC2)CC1 | 9 | -11 | -4 | 5 | 6 | -2 | 3 | 0.2 | 11
Cc1ccccc1CC1(CO)CCCN(C(=O)c2ccccc2N(C)C)C1 (configuration not stated) | -6 | 18 | -2 | -3 | -9 | 20 | -2 | -3.4 | -28
CCNC(=S)NNC(=O)Cc1ccccc1 | 6 | -1 | 4 | 10 | -12 | 2 | 2 | -0.5 | -24
Cc1cc(N2CCN(Cc3nc(-c4ccc(F)cc4)oc3C)CC2)cc(C)n1 | 22 | -2 | -5 | -16 | -16 | 48 | 1 | 1.0 | -45
Nc1nsc2ccccc12 | 61* | 3 | 36 | 13 | -1 | 15 | -1 | 14 | -6
O=c1nc2ccccn2c2ccc(S(=O)(=O)N3CCCCC3)cc12 | 11 | -7 | 12 | 2 | 12 | -7 | -5 | -1.8 | 7
CC(C)N(CCc1ccncc1)C(=O)Nc1ccc(Cl)c(Cl)c1 | -17 | 1 | 16 | -8 | 5 | 13 | -1 | -0.5 | 13
CC1CC(C)CN(C(=O)C(Cc2ccccc2)NC(=O)c2ccccc2)C1 (configuration not stated) | 26 | -9 | 16 | 8 | 5 | -3 | -1 | 1.1 | -4
Cc1ccc(CO/N=C/c2c(O)cc(C)oc2=O)cc1 | 6 | -8 | 4 | 10 | -12 | 7 | -5 | -1.2 | -2
NC1=NC(=Nc2ccc(Cl)cc2)c2ccccc21 | 55* | -7 | 8 | -18 | 11 | 2 | 5 | 5.6 | -13
O=C(CN1CCN(Cc2ccccc2)CC1)Nc1ccc(Cl)cc1 | -35 | 2 | 6 | -4 | -25 | 8 | -5 | 0.0 | -13
Cn1ccnc1SCC(=O)Nc1ccc2c(c1)COC2=O | 0 | -8 | 10 | 0 | -38 | 9 | -2 | 5.9 | -16

Screening results from PubChem BioAssay.
